Bioassay records (PubChem BioAssay)
D1 agonist: activates the human D1 dopamine receptor | 360,000 compounds, 1% hits | P21728 | activation, % at 2 µM | HEK293 T-REx D1 cells, calcium flux, agonist mode; in the data active = activation above about 30%; note: 0% is about no effect
Target sequence (P21728 whole entry, looked up): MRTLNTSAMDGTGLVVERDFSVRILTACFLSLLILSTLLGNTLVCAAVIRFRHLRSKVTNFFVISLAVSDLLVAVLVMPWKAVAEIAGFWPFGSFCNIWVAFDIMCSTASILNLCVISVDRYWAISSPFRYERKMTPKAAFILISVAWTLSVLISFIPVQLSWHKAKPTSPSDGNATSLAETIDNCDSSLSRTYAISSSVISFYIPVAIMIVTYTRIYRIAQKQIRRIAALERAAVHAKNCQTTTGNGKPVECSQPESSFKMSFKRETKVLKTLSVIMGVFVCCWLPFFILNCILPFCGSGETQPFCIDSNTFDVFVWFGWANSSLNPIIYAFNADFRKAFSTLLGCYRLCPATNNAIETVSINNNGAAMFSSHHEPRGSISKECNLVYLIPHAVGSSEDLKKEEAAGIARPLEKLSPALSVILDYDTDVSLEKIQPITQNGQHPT
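Agonism was scored from calcium flux recorded over 180 s (1 read/s) after pintool compound addition, following a 10-cycle baseline. Cells were inducible force-coupled HEK293 TREx D1, plated overnight at 30 C and loaded with no-wash calcium dye.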
Vif-A3G inh: Vif-A3G binding inhibition; Q9HC16; HeLa A3G-eYFP + Vif (tagged APOBEC3G with the HIV-1 protein that degrades it), YFP fluorescence, overnight; Potency, µM (highest dose often 46.1 µM), for the others: at the top dose activity, negative = active, most hits filed as inhibitors; 410,000 compounds, 0.076% hits;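 note: potency is the fitted concentration of half-maximal effect; % is set by controls: 0 for no effect and ±100 for the full control effect; nearly all actives have a fitted effect of over 60% in size; hits raise eYFP signal because A3G escapes Vif-driven loss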
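Read-out is eYFP fluorescence (Ex 488/Em 500-530) from Vif-expressing HeLa A3G-eYFP cells; more signal means A3G escaped Vif-mediated degradation. Cells plated overnight, compound pinned in, incubated overnight at 37 deg C.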
D1 PAM: human D1 dopamine receptor positive modulation. P21728. HEK293 TREx D1 cells, calcium flux, dopamine EC20 potentiation. potentiation, % at 10 µM. 360,000 compounds, 0.036% hits; in the data active = potentiation above about 30%; note: 0% is about no effect
RXFP1 antagonist: antagonists of human relaxin receptor RXFP1 | 350,000 compounds, 0.59% hits | HEK293-RXFP1, relaxin-stimulated cAMP HTRF, 30 min; active compounds read low | activity change, negative = inhibition, % at 57.5 µM;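 active = activity change of -60% or lower, but not beyond a set lower limit; inconclusive = change between -60% and -40%, or beyond the set limit; inactive = change above -40%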; note: % is set by controls: 0 for no effect and ±100 for the full control effect
Vif-A3F inh: inhibitors of Vif-A3F interaction; 390,000 compounds, 0.2% hits; Potency, µM (doses to about 46.1 µM), for inactives: at the top dose activity, negative = active; HeLa A3F-eYFP + Vif (tagged APOBEC3F with the HIV-1 protein that degrades it), YFP fluorescence increase; note: potency is the fitted concentration of half-maximal effect; % of control where 0% means no effect; nearly all actives have a fitted effect of over 65% in size
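HeLa cells stably expressing Vif plus C-terminally eYFP-tagged A3F were seeded, incubated overnight at 37 deg C, dosed with compound, incubated overnight again at 37 deg C. Yellow fluorescence (Ex 488/Em 500-530) reported blocked Vif-mediated A3F-eYFP degradation.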
RXFP1 ag: agonists of human relaxin receptor RXFP1; Q9HBX9; HEK293T-RXFP1 cAMP TR-FRET, 30 min; response scale: percent of porcine relaxin response, buffer zero; Potency, µM (titrated, usually from 57.5 µM), without a hit: at the highest dose activation, usual class: activators; 370,000 compounds, 0.3% hits; note: potency is the fitted concentration of half-maximal effect; % is set by controls: 0 for no effect and ±100 for the full control effect; nearly all actives have a fitted effect of over 60% in size; many of its hits are not listed in these tables
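cAMP rise read by TR-FRET after 30 min, 37C compound exposure (up to 58 uM) in RXFP1-transfected HEK293 cells with Ro 20174 present. EC50 from Hill-equation fits, with 29 nM porcine relaxin as 100% and buffer as basal.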
GRP78 ERSR act: induces the endoplasmic reticulum stress response in human glioma cells; U87-MG GRP78 promoter luciferase reporter, 16 h; Potency, µM, without a hit: at the top dose activation, usual class: activators; 420,000 compounds, 0.02% hits; AID 602332; note: potency is the fitted concentration of half-maximal effect; series mostly up to about 76 µM; % of control where 0% means no effect; nearly all actives have a fitted effect of over 35% in size
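ERSR induction read as luciferase luminescence (Bright-Glo, 10 min at room temperature) in stably transfected human U87-MG glioma cells exposed to compounds for 16 h, using GRP78 as sensor.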
D1 antag: human D1 dopamine receptor antagonism. P21728. HEK293 TREx D1 cells, calcium flux, dopamine EC80; active compounds read low. activity change, negative = inhibition, % at 10 µM. 360,000 compounds, 3.2% hits. AID 504652; in the data active = activity change below about -30%; note: % is set by controls: 0 for no effect and ±100 for the full control effect
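Antagonism measured as reduced calcium response to an EC80 dopamine addition following 180 s compound pre-read; cells were inducible HEK293 Trex D1 plated overnight at 30 C, read kinetically at 1 cycle/sec.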
D2 PAM: D2 dopamine receptor (human) potentiation | 340,000 compounds, 0.34% hits | potentiation, % at 10 µM | HEK293 T-REx D2, calcium flux, EC20 dopamine potentiation | AID 485347;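 active = potentiation over 3 SD above the plate norm, cut at about 30% in these data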; note: 0% is about no effect
Target sequence (P14416 whole entry, looked up): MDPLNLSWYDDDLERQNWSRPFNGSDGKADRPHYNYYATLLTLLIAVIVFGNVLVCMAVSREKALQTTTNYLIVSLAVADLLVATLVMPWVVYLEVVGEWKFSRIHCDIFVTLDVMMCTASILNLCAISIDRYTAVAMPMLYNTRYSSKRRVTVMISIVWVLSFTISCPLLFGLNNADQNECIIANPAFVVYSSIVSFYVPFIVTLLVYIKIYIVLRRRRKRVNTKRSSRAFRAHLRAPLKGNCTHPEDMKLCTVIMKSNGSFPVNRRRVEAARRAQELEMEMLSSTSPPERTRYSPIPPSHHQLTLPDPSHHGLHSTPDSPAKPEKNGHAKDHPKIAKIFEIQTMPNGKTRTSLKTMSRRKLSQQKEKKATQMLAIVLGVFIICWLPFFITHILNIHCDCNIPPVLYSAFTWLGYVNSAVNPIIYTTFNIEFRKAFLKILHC
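Calcium flux readout, no-wash dye, 1 read/s. Inducible HEK293 Trex D2 line, overnight 30 C. Compound alone 180 s (agonist flags), then EC20 dopamine, another 180 s to score potentiation.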
* = called active by the depositor; u = inconclusive; x = no result given. Unless noted, calls come from the whole dose curve; as a rule, active = well fitted curve in the direction sought with a large enough effect; inconclusive = small, poorly fitted or top-dose-only effect, or another doubt; inactive = no such curve, though single readings can be large; an effect the other way counts as inactive or inconclusive. A portion of the library; the hit share may differ from the screen's.

Every second line gives: D1 agonist	Vif-A3G inh	D1 PAM	RXFP1 antagonist	Vif-A3F inh	RXFP1 ag	GRP78 ERSR act	D1 antag	D2 PAM
O=C(Nc1cc(S(=O)(=O)N2CCOCC2)ccc1N1CCOCC1)c1cccc(S(=O)(=O)N2CCCCC2)c1
  0.0	1.8%	-2.7	-2.1	-2.6%	0.0%	-3.6%	-1.1	0.9
CCOC(=O)c1c(NC(=O)CNC2CCCc3ccccc32)sc(C(N)=O)c1C (centres undefined)
  -0.2	-4.6%	0.2	2.7	-5.8%	19.0%	-1.6%	1.2	5.3
COCCNC(=O)c1ccc2nc(Cc3ccc(OC)c(OC)c3)oc2c1
  2.7	-0.3%	-4.2	-2.8	-2.8%	1.6%	6.0%	26.1	x
CSc1ccc(CNCc2ccco2)cc1
  3.0	-3.2%	-3.2	1.5	2.2%	1.9%	-1.9%	-15.6	6.5
Cc1ccc(NC(=O)CN(C)C(=O)Cc2ccc(Cl)cc2Cl)cc1
  1.1	0.0%	10.2	8.7	-13.9%	1.6%	0.3%	5.3	4.7
O=C(NCC(F)(F)F)c1ccc(S(=O)(=O)NCCc2ccc3c(c2)OCCO3)cc1
  x	-0.4%	x	-1.6	-8.4%	x	-2.1%	x	x
Cc1cc(Nc2ccc([N+](=O)[O-])cc2)c2ccccc2n1
  9.5	-2.4%	-2.8	-3.1	-15.4%	-0.6%	-10.8%	-9.1	x
Cc1ccc(C)c(NC(=O)CN(C)C(=O)c2ccc(S(=O)(=O)N3CCCCCC3)cc2)c1
  0.3	-4.0%	-1.2	7.4	-1.8%	1.3%	-4.5%	7.6	1.5
Cc1ccc(NCC(=O)N/N=C\C(Br)=C\c2ccccc2)cc1
  0.9	-11.3%	-2.5	-16.3	-10.9%	2.8%	6.6%	-14.7	x
O=C(Nc1ccccc1)N1CCc2ccccc2C1
  -0.4	-4.7%	7.3	5.0	4.3%	-1.0%	-2.3%	7.7	-2.1
O=C(CC1CCCCC1)NCc1ccc(Cl)cc1
  1.7	1.2%	-7.5	2.3	2.2%	-2.9%	0.2%	-14.2	-2.6
COC(=O)c1cc(OC)c(OC)cc1NC(=O)CC1CCCCC1
  4.3	0.0%	-8.0	-1.2	-0.5%	2.2%	-1.5%	8.2	15.1
CC(CN1CCCCC1)OC(=O)c1ccco1 (centres undefined)
  3.1	-3.0%	1.7	-0.2	15.0%	0.2%	4.5%	-3.1	-0.6
CCOc1cc2sc(N3CCC(C(=O)NCCCN4CCCC4=O)CC3)nc2cc1Br
  5.2	1.7%	-5.8	4.6	4.0%	1.2%	-0.1%	1.8	x
COc1ccc(/C=C/C(=O)OC2CCCCC2CN(C)C)cc1 (centres undefined)
  5.2	0.3%	-4.0	-30.4	0.2%	-3.2%	-5.5%	-22.0	-8.5
O=S(=O)(Cc1ccccc1Cl)CC(O)COc1ccccc1Cl (centres undefined)
  3.9	-9.5%	5.8	2.7	9.2%	1.4%	0.4%	-1.0	-4.4
Cc1ccc2oc(=O)n(CCCOc3ccc(Cl)cc3)c2c1
  18.8	-0.4%	-7.8	-10.8	-4.3%	4.4%	-0.3%	-28.6	4.7
O=C(COC(=O)c1cc[n+]([O-])cc1)Nc1ccc(F)c([N+](=O)[O-])c1
  2.6	-4.1%	-2.4	-12.6	12.0%	1.0%	-6.5%	14.7	-1.8
Cc1ccc(S(=O)(=O)N(CC(=O)Nc2cccc([N+](=O)[O-])c2)C2CCCCC2)cc1
  0.3	-0.6%	-1.7	-21.1	-3.9%	0.2%	-0.2%	-10.0	-17.3
CCOC(=O)N1CCN(CC(=O)Nc2cc(OCC)ccc2OCC)CC1
  -0.3	-4.4%	-1.2	7.0	-24.2%	2.3%	-7.5%	-10.6	-12.2
O=C(CCC(=O)c1cccs1)Nc1ncccc1O
  0.8	-1.9%	4.3	-2.8	-7.0%	0.9%	2.4%	4.1	1.0
CCOC(=O)CSc1ccc(C(=O)Nc2ccc(Cl)cc2)cn1
  2.9	2.6%	-11.4	6.9	18.0%	3.4%	9.7%	-19.9	-21.8
O=C(C=CC(=O)OC1CCCCC1)OC1CCCCC1
  x	-0.7%	x	-3.4	-2.5%	x	2.1%	x	x
O=C(CC(NC(=O)c1ccccc1Cl)c1ccccc1)NC1=NCCS1 (centres undefined)
  1.1	-1.4%	-8.2	-11.1	-4.5%	2.0%	0.9%	12.2	7.8
CCc1nc(N2CCC3(CC2)OCCO3)c2nnn(Cc3ccccc3)c2n1
  2.3	0.2%	2.2	-3.8	-2.6%	-3.1%	-1.8%	-10.7	0.2
COc1ccc2cc(-c3cc(C(=O)OCC(=O)Nc4c(C)n(C)n(-c5ccccc5)c4=O)c4ccccc4n3)ccc2c1
  -0.5	0.9%	-4.6	12.0	-2.5%	2.7%	-5.9%	8.6	2.7
CC(C)CCn1c(SCC(N)=O)nc2c1c(=O)n(C)c(=O)n2C
  1.2	-1.0%	x	x	0.1%	9.2%	-1.9%	-7.0	-2.7
COc1cc(/C=N/N(C)C)ccc1OC(=O)c1cccs1
  4.5	1.2%	4.4	-22.7	-1.1%	-0.2%	-0.5%	-22.5	41.8*
Cc1ccc(OCc2cc(C(=O)NCC(C)c3ccccc3)no2)cc1C (centres undefined)
  9.2	-8.7%	-9.0	-18.8	-17.3%	-0.4%	-0.9%	-30.7*	-3.3
Cc1cc2c(cc1C)NC(c1c(C)n(C)n(-c3ccccc3)c1=O)C1=C(CC(C)(C)CC1=O)N2 (centres undefined)
  81.4*	-6.5%	-3.9	3.6	-24.1%	0.8%	-1.0%	9.1	8.0
CCCCN(C)S(=O)(=O)c1c(C)[nH]c(=O)[nH]c1=O
  1.1	1.1%	-9.8	-2.0	-1.1%	1.4%	-3.2%	12.4	-6.8
CC1CCN(c2ccccc2NC(=O)c2ccc(Br)o2)CC1
  9.6	-6.6%	2.5	-2.4	-14.3%	1.3%	-2.7%	53.3	-7.0
CCCNc1nc2c(c(=O)[nH]c(=O)n2C)n1CCC(C)C
  2.5	-5.2%	-2.4	-4.8	7.1%	2.7%	-0.5%	-2.2	16.3
CCOC(=O)c1c(NC(=O)COC(=O)c2cc(OC)c(OC)cc2[N+](=O)[O-])sc(C)c1CC
  0.5	-2.6%	2.2	5.1	1.3%	3.7%	-3.2%	24.6	7.9
COC(=O)c1ccc(C)c(NC(=O)Cc2ccc([N+](=O)[O-])cc2)c1
  1.9	x	3.5	x	x	0.6%	x	-24.0	-7.6
N=c1ccn(CC(=O)c2ccc(-c3ccccc3)cc2)cc1
  -0.1	-0.8%	-2.4	-4.9	-2.7%	-0.3%	-3.8%	-18.0	-11.2
N#Cc1ccc(N/N=C/c2cn(-c3ccccc3)nc2-c2ccccc2)c([N+](=O)[O-])c1
  2.7	1.6%	-5.0	12.4	-6.0%	-1.4%	-4.9%	1.7	16.2
O=C(Nc1ccc2oc(-c3ccccc3)nc2c1)c1ccccc1F
  -0.5	1.4%	-1.1	-4.7	-1.5%	-2.8%	4.5%	2.9	1.4
COc1ccc(Cn2c(O)cc(=O)[nH]c2=O)cc1
  3.7	5.3%	-7.1	4.4	-4.0%	-1.6%	-2.3%	-7.5	6.4
CC(CC(C)C(=O)Nc1ccccc1C(C)(C)C)C(=O)O (centres undefined)
  -0.1	1.7%	-8.0	-14.1	7.7%	0.6%	-1.5%	-7.6	10.1
COc1ccc(-c2cc(C(F)(F)F)nc(-n3ccnc3C)n2)cc1
  -0.3	-7.8%	15.2	-4.6	-5.7%	-0.2%	-3.1%	-8.3	-1.5
CCc1nn(CC(=O)NCCOC)c(=O)c2cc3cc(F)ccc3n12
  0.3	-2.1%	-5.6	-2.0	0.1%	12.1%	0.9%	7.2	-4.1
COc1ccc(CNC(=O)COc2ccccc2C(=O)c2cnn(-c3ccccc3)c2)cc1OC
  4.2	-6.8%	-6.9	-3.2	-6.0%	2.1%	1.7%	-32.7*	6.7
O=Cc1c(-c2ccccc2)nc2ccccn12
  3.5	0.0%	-1.4	15.1	1.9%	3.1%	0.4%	5.7	1.2
CC1=C(c2ccc(C)c(C)c2)S(=O)(=O)N=C1N1CCC(C(=O)NCCc2ccco2)CC1
  0.4	x	-3.9	-6.1	x	-0.8%	x	-4.8	0.0
C=CCN1C(=O)/C(=C2/Sc3ccc(OC)cc3N2CC)SC1=S
  0.8	-8.6%	4.5	5.2	u	0.1%	-3.3%	8.1	x
CCOc1ccc(-n2c(-c3ccc(Br)cc3)cc3c2CC(C)(C)CC3=O)cc1
  5.4	2.4%	-0.7	-16.0	-3.3%	-0.1%	-3.3%	-0.7	0.5
CNC(=O)C1CCN(S(=O)(=O)c2c(C)noc2/C=C/N(C)C)CC1
  4.0	0.2%	1.4	8.6	-4.2%	0.2%	-6.4%	-16.1	3.2
COc1ccc(-c2noc(CN3CCC(Cc4ccccc4)CC3)n2)cc1
  4.7	-0.9%	-3.3	-5.0	-2.3%	2.4%	1.4%	3.9	-11.7
O=C(CCN1CCOCC1)N1CCCC(Nc2ccc(F)cc2)C1 (centres undefined)
  0.3	-9.0%	-4.2	10.2	-26.8%	0.8%	-3.1%	-3.6	-2.3
Cc1ccc(CN2CCN(C3CCOCC3)CC2CCO)cc1 (centres undefined)
  0.4	10.0%	8.3	-3.5	11.0%	-1.4%	-2.3%	4.6	-6.9
CCOc1ccccc1CN1CCN(Cc2nc3ccccc3s2)CC1CCO (centres undefined)
  0.7	0.5%	0.6	12.5	1.1%	0.1%	-4.5%	9.2	-13.0

Quoted at random: 2 records from the list, in no set order.
Every second line gives: D1 agonist	Vif-A3G inh	D1 PAM	RXFP1 antagonist	Vif-A3F inh	RXFP1 ag	GRP78 ERSR act	D1 antag	D2 PAM
Cc1cc2c(cc1C)NC(c1c(C)n(C)n(-c3ccccc3)c1=O)C1=C(CC(C)(C)CC1=O)N2 (centres undefined)
  81.4*	-6.5%	-3.9	3.6	-24.1%	0.8%	-1.0%	9.1	8.0
COc1ccc(-c2noc(CN3CCC(Cc4ccccc4)CC3)n2)cc1
  4.7	-0.9%	-3.3	-5.0	-2.3%	2.4%	1.4%	3.9	-11.7
